Epigenetic reg = Quantitative High-Throughput Screen for Regulators of Epigenetic Control; Potency, µM (highest dose often 53.9 µM), inactives show top-dose GFP activation, actives largely listed as activators; 280,000 tested, 0.2% active; murine LDR cells, GFP reporter derepression, 30 h; also: potency is read from the fitted curve at half-maximal effect; % of control where 0% means no effect; nearly all actives have a fitted effect of over 60% in size
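GFP-positive cell count by laser-scanning cytometry (objects 20–120 um) after 30 h, 37 C compound exposure of murine LDR cells; reporter is CMV-GFP integrated at a silenced locus, inducible by HDAC or DNMT inhibitors.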
Tau FP inhib = qHTS for Inhibitors of Tau Fibril Formation, Fluorescence Polarization | K18 P301L tau heparin fibrillization, Alexa594 FP, 6 h | Potency, µM (titrated, usually from 57.7 µM), for inactives: at the top dose activity, negative = inhibition, most hits filed as inhibitors | 280,000 tested, 0.39% active; also: potency is read from the fitted curve at half-maximal effect; % is scaled to controls: 0 for no effect and ±100 for the full control effect; nearly all actives have a fitted effect of over 55% in size
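Human K18 P301L fragment (15 uM unlabeled plus 0.24 uM Alexa 594-labeled) in 100 mM sodium acetate pH 7 with compound, aggregation induced by 20 uM heparin for 6 hr at 37 C. ThT (30 uM) added for 1 hr, then Alexa 594 FP read.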
Tau fluor counter = Counterscreen qHTS for Inhibitors of Tau Fibril Formation, Fluorescence Polarization | tau K18 P301L (four-repeat tau fragment) Alexa594 fluorescence, heparin fibrillization | Potency, µM (top dose mostly 57.7 µM), for the others: at the highest dose activity change, negative = decrease | 280,000 tested, 0.93% active | AID 1463, 2008; also: potency is read from the fitted curve at half-maximal effect; % is scaled to controls: 0 for no effect and ±100 for the full control effect; nearly all actives have a fitted effect of over 55% in size
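Human K18 P301L tau (15 uM unlabeled plus 0.24 uM Alexa 594-labeled, final) in 100 mM sodium acetate pH 7 was mixed with compound and 20 uM heparin and incubated 6 hr at 37 C.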
GLA spleen mod = qHTS Assay for Inhibitors and Activators of Human alpha-Galactosidase From Spleen Homogenate. 240,000 tested, 0.008% active. Alpha-galactosidase A (Homo sapiens), P06280. human spleen homogenate, 4MU-alpha-Gal fluorescence, 40 min. Potency, µM (top dose mostly 80 µM), without a hit: top-dose activity change, negative = inhibition, usual class: inhibitors;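 also: potency is read from the fitted curve at half-maximal effect; 0% = enzyme with vehicle and -100% = no enzyme basal signal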
Target sequence (P06280 32-429 limits assumed): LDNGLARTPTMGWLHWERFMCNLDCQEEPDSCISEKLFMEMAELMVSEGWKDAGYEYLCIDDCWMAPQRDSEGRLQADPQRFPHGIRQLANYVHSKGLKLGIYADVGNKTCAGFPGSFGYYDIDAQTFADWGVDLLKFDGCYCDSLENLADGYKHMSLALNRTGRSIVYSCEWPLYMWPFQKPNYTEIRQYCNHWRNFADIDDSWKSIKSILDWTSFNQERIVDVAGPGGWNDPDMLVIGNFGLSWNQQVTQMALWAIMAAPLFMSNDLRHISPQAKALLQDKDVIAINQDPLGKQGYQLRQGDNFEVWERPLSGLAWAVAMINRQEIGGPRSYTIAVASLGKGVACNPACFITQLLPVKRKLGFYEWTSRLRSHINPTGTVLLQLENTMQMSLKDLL
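qHTS titration in buffer at pH 5.0. Alpha-galactosidase activity in spleen homogenate was measured via 4-methylumbelliferone release from 1 mM fluorogenic substrate after 40 min at 37C and a pH 10 stop. AC50 came from Hill fits of control-normalized data.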
NPSR antag = qHTS Assay for Antagonists of the Neuropeptide S Receptor: cAMP Signal Transduction; Q6W5P4; CHO-NPSR cells, cAMP TR-FRET, antagonist mode; Potency, µM (series often up to 38.3 µM), without a hit: at the highest dose activity change, negative = inhibition, actives largely listed as inhibitors; 220,000 tested, 1% active; AID 1461, 2008; also: potency is read from the fitted curve at half-maximal effect; % is scaled to controls: 0 for no effect and ±100 for the full control effect; nearly all actives have a fitted effect of over 50% in size; many of its hits are not listed in these tables
TR SRC2 fluor cs = Total Fluorescence Counterscreen for Inhibitors of the Interaction of Thyroid Hormone Receptor and Steroid Receptor Coregulator 2; 280,000 tested, 0.29% active; TRb/SRC2 Texas Red total fluorescence interference; AID 1479, 2009; Potency, µM (top dose mostly 106 µM), for the others: at the top dose fluorescence change, negative = quenching; active = well fitted curve in either direction with a large enough effect; inconclusive = small, poorly fitted or top-dose-only effect; also: potency is read from the fitted curve at half-maximal effect; % is scaled to controls: 0 for no effect and ±100 for the full control effect
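Human TRβ ligand-binding domain (0.6 uM) and Texas Red SRC2 peptide (20 nM) in Tris buffer with 1 uM T3 and 5% DMSO were incubated with pinned compound for 5 hr at ambient temperature. Total fluorescence was computed as S + 2P (555/632 nm).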
CBFb-RUNX1 inh = qHTS Assay for Compounds Blocking the Interaction Between CBF-beta and RUNX1 for the Treatment of Acute Myeloid Leukemia; Runt-related transcription factor 1 (Homo sapiens) + Core-binding factor subunit beta …; AlphaScreen CBFb-His/RUNX1-biotin binding, biochemical; Potency, µM (titrated, usually from 59.8 µM), without a hit: at the top dose activity, negative = inhibition, actives largely listed as inhibitors; 230,000 tested, under 10 active; AID 1477, 2009; also: % of control where 0% means no effect
Target sequence (Q01196 whole entry, looked up): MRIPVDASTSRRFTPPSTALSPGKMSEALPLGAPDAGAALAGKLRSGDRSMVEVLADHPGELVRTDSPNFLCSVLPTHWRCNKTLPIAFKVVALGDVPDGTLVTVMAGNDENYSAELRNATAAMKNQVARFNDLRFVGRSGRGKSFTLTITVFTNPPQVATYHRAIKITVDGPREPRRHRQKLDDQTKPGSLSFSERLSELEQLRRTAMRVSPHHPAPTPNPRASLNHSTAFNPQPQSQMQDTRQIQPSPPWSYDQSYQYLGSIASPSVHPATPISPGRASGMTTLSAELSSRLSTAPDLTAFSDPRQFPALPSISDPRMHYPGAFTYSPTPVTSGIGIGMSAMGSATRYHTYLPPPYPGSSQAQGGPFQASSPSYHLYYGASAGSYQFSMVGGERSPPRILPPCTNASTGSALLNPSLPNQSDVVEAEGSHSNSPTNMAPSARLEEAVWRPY
Target sequence (Q13951 whole entry, looked up): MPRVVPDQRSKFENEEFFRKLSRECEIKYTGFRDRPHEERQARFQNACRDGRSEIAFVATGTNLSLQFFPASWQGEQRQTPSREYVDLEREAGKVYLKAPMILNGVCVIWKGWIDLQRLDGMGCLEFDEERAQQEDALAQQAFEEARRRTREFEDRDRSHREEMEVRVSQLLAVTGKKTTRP
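CBFb-His/RUNX1-biotin, 30 nM each, preincubated 20 min RT; compound 15 min RT; Ni + streptavidin beads 50 ng each, 90 min RT; AlphaScreen read.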
TRb-SRC2 inh = qHTS for Inhibitors of the Interaction of Thyroid Hormone Receptor and Steroid Receptor Coregulator 2; AID 1469, 2008; 280,000 tested, 0.065% active; TRbeta-SRC2 peptide binding, fluorescence polarization; receptor liganded with 1 µM T3; Potency, µM (top dose mostly 106 µM), for inactives: at the top dose activity change, negative = inhibition, hits mostly inhibitors; Thyroid hormone receptor beta (Homo sapiens), P10828;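 also: potency is read from the fitted curve at half-maximal effect; plate controls were bound peptide for no effect and peptide without receptor for full effect; nearly all actives have a fitted effect of over 50% in size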
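Compounds were added to 0.6 uM TRb ligand-binding domain and 20 nM Texas Red-labeled SRC2 peptide in Tris buffer containing 1 uM T3, incubated 5 hr at ambient temperature, then read by fluorescence polarization.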
Starred values were filed as active, the others as inactive; u = inconclusive; x = not tested or not shown; & = joins results of further samples; [ ] = another dose, or the depositor's remark. Unless noted, calls follow the shape of the dose curve; as a rule, active = well fitted curve in the direction sought with a large enough effect; inconclusive = small, poorly fitted or top-dose-only effect, or another doubt; inactive = no such curve, though single readings can be large; an effect the other way counts as inactive or inconclusive.

The line under a structure holds: Epigenetic reg	Tau FP inhib	Tau fluor counter	GLA spleen mod	NPSR antag	TR SRC2 fluor cs	CBFb-RUNX1 inh	TRb-SRC2 inh
COc1cccc(CN(Cc2ccco2)c2cnc(S(C)(=O)=O)nc2C(=O)Nc2cccc(Cl)c2C)c1
    -3.2%	0%	-17%	x	x	u	x	-10%
O=c1c(N2CCN(c3cccc(Cl)c3)CC2)csc2ccccc12
    -0.6%	11%	-27%	x	x	1%	x	8%
C#CCOCCOCCOCCNc1nc(N2CCN(C(=O)[C@H](CCCCN)n3cc([C@@H](N)CC(C)C)nn3)CC2)nc(N2CCN(C(=O)[C@H](Cc3ccc(O)cc3)n3cc([C@@H](N)CC(C)C)nn3)CC2)n1
    3.8%	1%	17%	6%	-31%	0%	12%	-1%
Cc1ccc(S(=O)(=O)CC(C)(O)CS(=O)(=O)c2ccc(C)cc2)cc1
    -0.2%	-8%	-13%	3%	35%	2%	-2%	0%
Cc1ccc(C)c(N2CCN(C(=O)c3cc(C)nc4c3c(C)nn4-c3ccccc3)CC2)c1
    -0.4%	-4%	-1%	x	x	6%	x	7%
O=C(NCc1cccc(Cl)c1)C1CCCN(c2nn3cc(-c4ccc(F)cc4)nc3s2)C1 (stereo not given)
    -0.4%	-6%	-30%	x	x	-12%	x	6%
Cc1ccc(N2CCN(C(=O)NCc3noc4ccccc34)CC2C)cc1 (stereo not given)
    3.2%	4%	-27%	x	x	0%	x	-3%
COc1cccc(NC(=S)N2CCN(C(c3ccccc3)c3ccccc3)CC2)c1
    0.2%	-3%	u	9%	-29%	-3%	-27%	-5%
Cc1cccc(CSc2ccc3nnc(-c4cccs4)n3n2)c1
    0.0%	-5%	-3%	-4%	-6%[46.1 µM]	-7%	4%	-6%
O=C(Cn1c(=O)oc2cc(S(=O)(=O)NCc3ccccc3)ccc21)NCc1ccco1
    0.8%	-4%	-15%	-14%	1%[46.1 µM]	-2%	-5%	2%
COC(=O)c1cc(OC)c(OC)c(OC)c1N
    -1.0%	4%	3%	10%	-7%[46.1 µM]	-2%	3%	-16%
Cc1c(NC(=O)C(C)OC(=O)c2ccc(Cl)nc2)c(=O)n(-c2ccccc2)n1C (stereo not given)
    0.0%	-2%	5%	1%	7%	-4%	3%	4%
Cc1c(C)n(CC(O)CNc2ccccc2)c2ccccc12 (stereo not given)
    3.9%	u	u	5%	-31%	-1%	-10%	-3%
CCCCn1ccc(=O)c2c(C(F)(F)F)nccc21
    -1.8%	-4%	5%	-5%	-12%[46.1 µM]	0%	6%	-3%
O=C(CN1C(=O)CC(c2ccco2)Sc2ccccc21)Nc1ccc(C(F)(F)F)cc1 (stereo not given)
    0.0%	-12%	-27%	x	x	u	x	-7%
CN(C)c1ccc(NC(=O)c2cnsn2)cc1
    -2.8%	-2%	-21%	-3%	13%	-1%	2%	3%
COc1ccc(CCNC(=O)Cn2c(=O)n(-c3ccc(C)c(F)c3)c(=O)c3sccc32)cc1OC
    0.0%	-6%	-9%	-14%	3%	-7%	10%	-4%
C=CCN(C(C(=O)OC)C(C)C)S(=O)(=O)C=C (stereo not given)
    x	x	x	-8%	x	1%	-12%	3%
COc1ccccc1NC(=O)CC(c1ccc(F)cc1)c1ccco1 (stereo not given)
    -1.3%	1%	-19%	3%	37%	-1%	9%	4%
Cc1ccc(CNn2cnnc2SCC(=O)NC(C)(C)C)cc1
    4.8%	11%	-2%	-3%	-6%[46.1 µM]	1%	10%	-5%
Cc1sc2nc(COC(=O)C(NC(=O)c3ccc(Cl)cc3Cl)C(C)C)[nH]c(=O)c2c1C (stereo not given)
    -1.8%	7%	4%	15%	2%	0%	-6%	8%
COC(=O)CC1c2ccccc2S(=O)(=O)N1Cc1ccccc1 (stereo not given)
    1.1%	0%	-12%	-2%&-1%	5%	-3%&-3%	3%&9%	7%&1%
CCn1cc(C(=O)O)c(=O)c2cc(F)c(N3CCN(C(=S)Nc4ccc(OC)cc4)CC3)cc21
    14%	-1%[0.0958 µM]	3%[0.0958 µM]	2%	-5%	-2%	11%	-3%
CCC(C)C(=O)N1c2ccccc2C(=C2SC(C(=O)OC)=C(C(=O)OC)S2)C(=S)C1(C)C (stereo not given)
    -2.9%	u	u	3%	10µM*	1%	u	-10%
COC(=O)N[C@H](c1ccccc1)[C@@]1(C)C[C@@H]1[C@@H](C)C(=O)Nc1ccc2ccccc2c1
    1.6%	u	-26%	-8%	x	-1%	-7%	0%
O=C(COC(=O)CSc1ccc2ccccc2c1Br)NC1CC1
    -0.5%	2%	-12%	4%	-47%	-3%	5%	-3%
COC(=O)C(C)Oc1ccc(-c2nccc(-c3cccs3)n2)cc1 (stereo not given)
    -0.7%	u	u	5%	-6%[46.1 µM]	-4%	u	1%
Cn1c(SCC(=O)N2CCc3ccccc32)nnc1-c1ccc(S(=O)(=O)N2CCCC2)cc1
    -1.9%	0%	-3%	0%	-8%	-2%	0%	5%
COc1ccc(C(=O)NCC(=O)OCc2ccc(Br)cc2)cc1
    -3.2%	-4%	-15%	-2%	17%	-5%	24%	1%
CCCCCCc1nnc(N)s1
    -4.8%	11%	4%	-4%	-15%[46.1 µM]	0%	2%	-9%

In the list so far, 4 contain an aryl thioether with sulfur outside any ring.
The line under a structure holds: Epigenetic reg	Tau FP inhib	Tau fluor counter	GLA spleen mod	NPSR antag	TR SRC2 fluor cs	CBFb-RUNX1 inh	TRb-SRC2 inh
Cc1cccc(CSc2ccc3nnc(-c4cccs4)n3n2)c1
    0.0%	-5%	-3%	-4%	-6%[46.1 µM]	-7%	4%	-6%
Cc1ccc(CNn2cnnc2SCC(=O)NC(C)(C)C)cc1
    4.8%	11%	-2%	-3%	-6%[46.1 µM]	1%	10%	-5%
O=C(COC(=O)CSc1ccc2ccccc2c1Br)NC1CC1
    -0.5%	2%	-12%	4%	-47%	-3%	5%	-3%
Cn1c(SCC(=O)N2CCc3ccccc32)nnc1-c1ccc(S(=O)(=O)N2CCCC2)cc1
    -1.9%	0%	-3%	0%	-8%	-2%	0%	5%

Back to the main list, repeating the 2 entries before the break.
The line under a structure holds: Epigenetic reg	Tau FP inhib	Tau fluor counter	GLA spleen mod	NPSR antag	TR SRC2 fluor cs	CBFb-RUNX1 inh	TRb-SRC2 inh
COc1ccc(C(=O)NCC(=O)OCc2ccc(Br)cc2)cc1
    -3.2%	-4%	-15%	-2%	17%	-5%	24%	1%
CCCCCCc1nnc(N)s1
    -4.8%	11%	4%	-4%	-15%[46.1 µM]	0%	2%	-9%
CC(C)Nc1nc(Oc2ccc(=O)n(-c3ccccc3)n2)nc(N(C)C)n1
    5.2%	0%	-14%	1%	-3%	-1%	1%	1%
Cn1c(CN2CCCCC2)nc2cc(NC(=O)c3ccccc3)ccc21
    0.0%	5%	7%	5%	-8%[46.1 µM]	-3%	6%	3%
Cn1c(Oc2ccc(Cl)cc2)c(C=O)c2ccccc21
    1.0%	1%	-27%	-2%	u	-3%	19%	0%
COC(=O)Cc1nc2ccccc2[nH]1
    2.7%	14%	-11%	13%	-3%[46.1 µM]	-7%	5%	-4%
COc1ccc(Nc2nc(Cl)nc(Nc3ccc(OC)cc3OC)n2)c(OC)c1
    -0.1%	7%	1%	-3%	-5%	-2%	6%	2%
O=C1N[C@H](Cc2ccccc2)C(=O)N1Cc1cccc2ccccc12
    2.3%	-13%	-7%	4%	x	-2%	-2%	8%
COc1cc(C2CC(=O)Nc3ccccc3S2)cc(OC)c1OC (stereo not given)
    0.0%	-3%	-9%	-1%	-13%[46.1 µM]	-6%	6%	-5%
CCC(C)(C)NC(=O)c1ccc(Sc2nncn2C)c([N+](=O)[O-])c1
    -1.3%	2%	4%	3%	11%	-1%[53 µM]	1%	-3%[53 µM]
Cc1c(C(=O)N2CCCC(C)C2)sc2ncnc(N3CCCCC3C)c12 (stereo not given)
    -1.8%	-5%	-4%	-8%	-43%	2%	-26%	-12%
CO/N=C\Cc1oc(=O)c(NC(=O)c2ccccc2)cc1C(=O)OC
    -4.6%	u	-29%	3%	-8%[46.1 µM]	3%	-2%	-12%
CCc1cccc(NC(=O)c2ccc(CNS(=O)(=O)c3ccc4c(c3)C(C)(C)C(=O)N4C)cc2)c1
    6.3%	-1%	u	x	x	-2%	x	2%
COc1cccc(-c2cn3c(n2)sc2cc(C(=O)NCCCc4ccccc4)ccc23)c1
    1.4%	-6%	1%	x	x	-12%	x	0%
Cc1ccc(SCCNC(=O)CN2C(=O)c3ccccc3S2(=O)=O)cc1
    -1.8%	-8%	-15%	3%	8%[46.1 µM]	2%	2%	-5%
S=C(NCc1cccnc1)Nc1cc(Cl)cc(Cl)c1
    0.5%	u	u	8%	39%	-1%	5%	-1%
Brc1ccc(-c2nnc3ccc(Nc4ccccc4)nn23)cc1
    -3.2%	0%	-17%	-6%	8%	-2%	5%	3%

These rows are one share of the data, so the mix of outcomes need not match the whole.
